# From PubChem
# KCNH2 3.1 block: blocks the human KCNH2 3.1 channel isoform; U2OS KCNH2 3.1, thallium flux FluxOr; stronger effect = lower value; activity change, % (tested at about 1.8 µM); actives 0.95% (n = 340,000);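 active = maximum activity change below -70%; inconclusive = maximum activity change from -70% to -50%; inactive = maximum activity change above -50%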;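 also: thallium influx rate constant from kinetic fluorescence after stimulation buffer; % is scaled to controls: 0 for no effect and ±100 for the full control effect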
#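 Channel expression came from 3.1 mutant virus (1.77 x 10^8 /mL) applied to suspended U2OS cells for 4 h. Flux was tracked with FluxOr dye plus Red40 quencher, and kinetic rate constants normalized to controls.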
# AT treatment: potential ataxia-telangiectasia treatments restoring KAP-1 phosphorylation. […] A-T fibroblasts, KAP-1 phosphorylation AlphaLISA; neocarzinostatin DNA damage 30 min before lysis. AID 485349. Potency, µM (series often up to 57.5 µM), for inactives: at the top dose activation, actives largely listed as activators. actives 0.19% (n = 320,000); also: potency is read from the fitted curve at half-maximal effect; % of control where 0% means no effect; nearly all actives have a fitted effect of over 45% in size
#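 ATM-like activity read as KAP-1 phosphorylation via AlphaLISA donor/acceptor antibody pairs after lysis and 6 hr at 25C. Cells were ATM-null patient fibroblasts ([…], hTERT), dosed 60 min, then exposed to the DSB inducer NCS for 30 min.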
# KCNH2 WT inh: blocks the wildtype human KCNH2 potassium channel. U2OS, BacMam KCNH2, thallium flux FluxOr; stronger effect = lower value. activity change, % at 1.84 µM. actives 0.37% (n = 340,000);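 active = maximum activity change below -70%; inconclusive = maximum activity change between -70% and -50%; inactive = maximum activity change above -50%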; also: % is scaled to controls: 0 for no effect and ±100 for the full control effect
#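 U2OS cells transduced with wild-type KCNH2 virus are loaded with FluxOr dye for 45 min, and thallium flux is measured in kinetic reads before and after stimulation buffer. Rate constants are normalized to DMSO controls.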
# USP2a inh: blocks human ubiquitin-specific protease USP2a; O75604; USP2 core, Ub-CHOP2 coupled fluorogenic reporter, 485/531; Potency, µM (series often up to 38.3 µM), for inactives: top-dose activity change, negative = inhibition, actives largely listed as inhibitors; actives 0.01% (n = 330,000);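 also: potency is read from the fitted curve at half-maximal effect; plate controls were DMSO wells for no effect and full inhibition by NEM control for full effect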
#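 USP2 core (10nM final) preincubated 30min RT with compound in 20mM Tris-HCl pH 8.0, 2mM CaCl2, 2mM beta-mercaptoethanol, 0.05% CHAPS; 25nM Ub-CHOP2 plus 25nM reporter substrate added, fluorescence (Ex485/Em531) read after 60min.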
# TRPV1 agonist: agonists of human vanilloid receptor 1 (TRPV1); TRPV1-expressing cells, Fluo-8 calcium influx, agonist mode; activation, % at 8.33 µM; actives 0.19% (n = 320,000); AID 540275; in the data active = activation above about 80%; inconclusive = between about 30% and that limit; also: 0% is about no effect
# Target sequence (Q8NER1 whole entry, looked up): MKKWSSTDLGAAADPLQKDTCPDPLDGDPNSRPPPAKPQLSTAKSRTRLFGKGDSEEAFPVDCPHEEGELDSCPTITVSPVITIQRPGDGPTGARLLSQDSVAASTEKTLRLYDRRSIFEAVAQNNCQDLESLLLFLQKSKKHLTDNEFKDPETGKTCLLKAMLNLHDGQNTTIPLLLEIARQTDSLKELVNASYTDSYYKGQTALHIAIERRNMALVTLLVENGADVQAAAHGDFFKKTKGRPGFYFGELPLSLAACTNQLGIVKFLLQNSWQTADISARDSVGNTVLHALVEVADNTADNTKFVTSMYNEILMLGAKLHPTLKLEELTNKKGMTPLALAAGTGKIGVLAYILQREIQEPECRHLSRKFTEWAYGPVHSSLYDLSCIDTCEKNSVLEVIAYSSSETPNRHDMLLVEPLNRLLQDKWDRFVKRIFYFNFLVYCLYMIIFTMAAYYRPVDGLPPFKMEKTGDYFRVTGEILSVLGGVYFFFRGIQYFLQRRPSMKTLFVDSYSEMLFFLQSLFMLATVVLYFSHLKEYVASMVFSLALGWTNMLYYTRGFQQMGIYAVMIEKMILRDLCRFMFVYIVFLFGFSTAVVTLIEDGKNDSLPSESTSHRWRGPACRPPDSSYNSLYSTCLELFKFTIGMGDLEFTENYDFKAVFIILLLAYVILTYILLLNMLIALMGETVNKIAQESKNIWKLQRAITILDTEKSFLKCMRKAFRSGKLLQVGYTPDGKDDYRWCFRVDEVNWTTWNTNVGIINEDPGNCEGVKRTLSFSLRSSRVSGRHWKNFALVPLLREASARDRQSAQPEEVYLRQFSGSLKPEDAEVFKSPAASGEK
#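 TRPV1-expressing cells were cultured overnight at 35.5C and loaded with Fluo-8 calcium dye for 40 to 90 min at room temperature. After a 10 s baseline, compound was added and calcium influx was read kinetically for 3 min (ex 480/em 520 nm).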
# Eya2 phos inh: Eya2 (human) phosphatase inhibition; Potency, µM (top dose mostly 76.9 µM), for inactives: at the highest dose activity, negative = inhibition, most hits filed as inhibitors; O00167; actives 0.006% (n = 330,000); recombinant Eya2, OMFP fluorescence dephosphorylation (OMFP is methylfluorescein phosphate); also: potency is read from the fitted curve at half-maximal effect; % is scaled to controls: 0 for no effect and ±100 for the full control effect
#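 Eya2 (0.2 uM) preincubated 10 min at ambient with compound, then OMFP substrate added at 50 uM; 10 min reaction in 50 mM HEPES pH 7.5, 50 mM NaCl, 5 uM MgCl2, 0.05% BSA, 1 mM DTT. Fluorescence read at Ex 485/Em 525 nm.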
# TCR act: activators of T cell receptors | primary human leukocytes, anti-CD3, IL-2 HTRF, 48 h | Potency, µM (series often up to 9.22 µM), for the others: at the top dose activation of IL-2 secretion, usual class: activators | 330,000 tested, under 10 active; also: % of control where 0% means no effect
#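 Readout: HTRF IL-2, Eu-cryptate/d2 antibody pair, 320nm excitation, 665nm emission. Stimulus: a-CD3 beads, no co-stimulation. Cells: primary human leukocytes. Exposure: 48 hr with compound.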
# ELG1 repair inh: ELG1-dependent DNA repair inhibition | HEK293T ELG1-luciferase reporter, luminescence, 16 h; DNA damage induced by 5-fluorouridine | Potency, µM (top dose mostly 46.1 µM), for the others: at the highest dose activity change, negative = inhibition, most hits filed as inhibitors | actives 2.3% (n = 330,000); also: potency is read from the fitted curve at half-maximal effect; % is scaled to controls: 0 for no effect and ±100 for the full control effect; nearly all actives have a fitted effect of over 55% in size
#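 HEK293T cells expressing luciferase-tagged ELG1 (2,000/well) received 5-Fluorouridine plus compound or DMSO for 16 hr at 37 °C. Luciferase was read by ONE-Glo luminescence after 30 min at room temperature.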
# Mito fusion act: blocks mitochondrial division or promotes mitochondrial fusion | S. cerevisiae fusion-defective mutant growth rescue, CellTiterGlo 48 h | Potency, µM (highest dose often 46.1 µM), for the others: at the highest dose growth rescue (activation), usual class: activators | actives 0.23% (n = 320,000) | AID 485298;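 also: potency is read from the fitted curve at half-maximal effect; % of control where 0% means no effect; nearly all actives have a fitted effect of over 45% in size; temperature-sensitive fusion mutants such as fzo1-1 at 37 °C on non-fermentable ethanol glycerol medium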
#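 Yeast fusion mutant, YPEG (non-fermentable carbon), compound, 48 h at 37C non-permissive; CellTiterGlo added, 10 min RT, luminescence read. Rescued growth = division inhibition.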
# TSHR antagonist: human thyrotropin receptor antagonism; TSHR-expressing cells, TSH-stimulated cAMP HTRF, 2 h; stronger effect = lower value; activity change, negative = inhibition, % at 11.5 µM; actives 0.2% (n = 330,000); AID 504810;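 active = activity change below a set negative limit, meaning inhibition stronger than a set level, cut at about -70% in these data; inconclusive = activity change between two set negative limits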; also: % is scaled to controls: 0 for no effect and ±100 for the full control effect
#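 Competitive HTRF cAMP read-out (cryptate anti-cAMP antibody, cAMP-d2; 30 min, room temperature) in freshly harvested TSHR cells. Compounds added before TSH at EC80 (4nM final), followed by 2 hours' incubation at 37 deg C.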
# Numbers without * were called inactive; u = inconclusive; x = no result given; [ ] = remark or other dose. Unless noted, calls follow the shape of the dose curve; as a rule, active = well fitted curve in the direction sought with a large enough effect; inconclusive = small, poorly fitted or top-dose-only effect, or another doubt; inactive = no such curve, though single readings can be large; an effect the other way counts as inactive or inconclusive. Not all compounds are listed; the hit share may differ from the screen's.
SMILES,KCNH2 3.1 block,AT treatment,KCNH2 WT inh,USP2a inh,TRPV1 agonist,Eya2 phos inh,TCR act,ELG1 repair inh,Mito fusion act,TSHR antagonist
CCOC(=O)C1(Cc2ccccc2C)CCCN(C(=O)CCn2nccc2C)C1 (stereo not drawn),-1,-1%,10,1%,-4,0%,-3%,-1%,4%,43
COc1ccc(NC(=O)NNS(=O)(=O)c2ccc(Br)cc2)cc1,x,10%,11,1%,3,-2%,0%,1%,-1%,-5
O=C(COC(=O)c1ccc(S(=O)(=O)N2CCc3ccccc3C2)cc1)NC(=O)NCc1ccco1,-4,-2%,-3,-1%,-2,-20%,-1%,1%,-1%,-3
Cc1cccc(C(=O)OC(C)CN2CCN(C)CC2)c1 (stereo not drawn),6,0%,2,-1%,1,8%,4%,u,-1%,7
S=c1[nH]nc(CSc2nc3ccccc3s2)n1C1CCCCC1,18,2%,-16,-8%,-2,-13%,-20%,-26%,7%,-14
CC1=NN(/C(=N\c2nnc(C)s2)Nc2ccc(C(C)(C)C)cc2)[C@H](c2ccc(C)cc2)S1,-13,1%,-16,1%,u,-16%,-5%[46.1 µM],u,28%,-14
O=C1CC(SCc2nc3ccccc3[nH]2)C(=O)N1c1ccc(Cl)cc1 (stereo not drawn),-19,3%,3,-3%,26,11%,-7%,25%,-15%,8
N#C/C(=C\c1ccncc1)c1nc2ccccc2o1,8,23%,33,0%,2,-26%,2%,u,-3%,-2
FC(F)(F)c1ccnc(NCc2ccc(Cl)cc2)n1,-7,-16%,11,-1%,5,-14%,0%,0%,u,-8
CCc1noc(C)c1C(=O)OCC(=O)N(CCOC)c1c(N)n(Cc2ccccc2)c(=O)[nH]c1=O,3,2%,-9,0%,-5,-10%,10%,17%,-1%,16
CCCCCCn1c(SCC(=O)Nc2cc(C)on2)nc2ccccc2c1=O,-39,2%,-2,-1%,1,6%,-6%,28%,-8%,3
CCN(CC)c1ccc(S(=O)(=O)N2CCOCC2)cc1NC(=O)CN1C(=O)NC2(CCC(C)CC2)C1=O (stereo not drawn),-7,10%,-5,-1%,10,23%,-4%,u,2%,-11
COCCn1c(/C=C/c2ccccc2)nc2ccccc21,7,4%,-3,6%,u,7%,12%,u,-7%,-9
CCN(CC(=O)NC(C)C)C(=O)C(CCSC)NC(=O)c1ccccc1OC (stereo not drawn),-10,-1%,-5,9%,2,2%,-38%,7%,3%,5
Cc1cccc(-c2ccc3ncnc(NCc4cccc(F)c4)c3c2)c1,x,1%,x,-4%,x,-20%,x,x,-22%,19

# Next part, starting with the last 6 of the part before.
SMILES,KCNH2 3.1 block,AT treatment,KCNH2 WT inh,USP2a inh,TRPV1 agonist,Eya2 phos inh,TCR act,ELG1 repair inh,Mito fusion act,TSHR antagonist
CCc1noc(C)c1C(=O)OCC(=O)N(CCOC)c1c(N)n(Cc2ccccc2)c(=O)[nH]c1=O,3,2%,-9,0%,-5,-10%,10%,17%,-1%,16
CCCCCCn1c(SCC(=O)Nc2cc(C)on2)nc2ccccc2c1=O,-39,2%,-2,-1%,1,6%,-6%,28%,-8%,3
CCN(CC)c1ccc(S(=O)(=O)N2CCOCC2)cc1NC(=O)CN1C(=O)NC2(CCC(C)CC2)C1=O (stereo not drawn),-7,10%,-5,-1%,10,23%,-4%,u,2%,-11
COCCn1c(/C=C/c2ccccc2)nc2ccccc21,7,4%,-3,6%,u,7%,12%,u,-7%,-9
CCN(CC(=O)NC(C)C)C(=O)C(CCSC)NC(=O)c1ccccc1OC (stereo not drawn),-10,-1%,-5,9%,2,2%,-38%,7%,3%,5
Cc1cccc(-c2ccc3ncnc(NCc4cccc(F)c4)c3c2)c1,x,1%,x,-4%,x,-20%,x,x,-22%,19
Cc1ccc(-c2noc(CN(C)C(=O)Nc3ccc(F)cc3)n2)cc1,-4,-2%,-2,3%,22,5%,5%,-5%,-2%,-3
CC(C)CNCC1OCc2ccccc2CO1,-1,5%,-1,-1%,2,-5%,-4%,4%,-1%,4
O=C(CN1C(=O)S/C(=C\C=C\c2ccccc2)C1=O)N1CCCCC1,-11,7%,-8,1%,-3,1%,4%,-7%,-1%,-3
COc1cc2[nH]c(=S)nc(NCc3ccccc3)c2cc1OC,-10,0%,2,4%,0,u,-6%,-9%,-6%,12
COc1ccccc1C1CCN(C(=O)c2ccco2)CC1,-9,6%,-1,9%,28,-23%,1%,-3%,-3%,-5
COc1cc(OC)c(OC)cc1/C=N/NC(=S)NCC1CCCO1 (stereo not drawn),-33,x,-2,-1%,-1,-28%,0%,18µM*,-4%,-19
COc1ccccc1-c1nnc2n1N=C(C)CS2,x,-5%,4,-1%,1,-20%,5%,-2%,-7%,-4
COc1ccccc1C(=O)C1CCCN(C(=O)C2CCCC2)C1 (stereo not drawn),-7,-6%,-5,1%,17,-13%,-1%,u,5%,1
C=C1C(=O)O[C@@H]2[C@H]1CC[C@H](C)[C@]1(O)CCC(=O)[C@@]21C,11,48%,3,1%,1,2%,-2%,5%,-10%,5
O=C(N/N=C/c1ccc(O)cc1)c1cc(-c2ccc3c(c2)OCO3)n[nH]1,1,-4%,10,1%,-1,-15%,7%[46.1 µM],-8%,-4%,6
Cc1ccc2c(CN(C)Cc3cccc(F)c3)cc(=O)oc2c1C,0,40%,4,-1%,u,7%,1%,u,6%,-11
CC1(c2ccc(OC(F)F)cc2)NC(=O)N(CC(=O)Nc2cccc(F)c2)C1=O (stereo not drawn),-12,-2%,11,1%,24,2%,-3%,5%,-3%,-7
O=C(CCl)NCc1cc(-c2ccc(Cl)cc2)no1,4,2%,-3,8%,30,-5%,3%,u,-6%,1
CC(C)NC(=O)Cn1cnc2c1c(=O)n(C)c(=O)n2C,1,8%,4,3%,3,20%,5%,3%,0%,14
O=C(OCN1C(=O)c2ccccc2C1=O)/C(=C\c1ccco1)NC(=O)c1ccccc1,-11,1%,-29,1%,0,u,3%,1%,2%,-4
CN(CCOc1ccccc1)CC(=O)Nc1cc([N+](=O)[O-])ccc1Cl,0,-2%,10,2%,3,-11%,22%,u,29%,-6
COc1ccc(NC(=O)Nc2cccc3c2O[C@H](CN(C)S(=O)(=O)c2cn(C)cn2)[C@@H](C)CN([C@H](C)CO)C3=O)cc1,1,1%,2,6%,x,8%,-3%,11%,x,-12
CCOC(=O)c1ccc(CC2SC(N)=NC2=O)cc1 (stereo not drawn),7,6%,2,2%,1,-3%,-5%,14%,2%,2
Cc1ccc(C)c(S(=O)(=O)/N=C2\C=C(NS(=O)(=O)c3ccccc3)C(=O)c3ccccc32)c1,5,5%,-15,4%,-3,9%,-8%,23µM*,-17%,3
CCOC(=O)NC(NCc1cccc(C(F)(F)F)c1)(C(F)(F)F)C(F)(F)F,-15,0%,-1,-1%,5,-15%,-3%[46.1 µM],u,-10%,11
O=S(=O)(c1cccs1)N1CCN(Cc2ccccc2)CC1,-5,3%,-29,0%,11,18%,-36%,-2%,-5%,-6
CC1=C(C(=O)OC(C)C)C(/C=C/c2ccccc2)NC(=O)N1 (stereo not drawn),-10,4%,3,1%,4,12%,-2%,u,2%,0
COc1ccccc1CC(=O)Nc1ccc(C(=O)N2CCCCC2)cc1,-6,7%,10,-2%,3,10%,11%,6%,2%,0
COc1ccccc1NS(=O)(=O)c1cccc2cccnc12,6,5%,0,1%,-1,8%,-4%,21%,1%,-10
C[C@H](CO)N1C[C@H](C)[C@@H](CN(C)Cc2ccc(Oc3ccccc3)cc2)Oc2ccc(NC(=O)Cn3cnnn3)cc2C1=O,10,8%,-273*,4%,x,-6%,2%,-6%,x,-3
C=CCn1c(CSc2nc3ccccc3s2)nnc1SCC(=O)NCc1ccccc1,-2,x,-14,-2%,2,6%,0%,-2%,2%,1
COc1cccc(OC)c1C(=O)OCC(=O)NCC(C)C,-5,5%,-4,2%,0,-1%,7%,-12%,20%,-4
O=C(Cn1ccc2ccccc2c1=O)NCCC(=O)N1CCN(c2cccc(Cl)c2)CC1,0,11%,-2,-1%,-2,-23%,3%,u,4%,-4

# Arranged by length of the SMILES (largest number first): some entries from above.
SMILES,KCNH2 3.1 block,AT treatment,KCNH2 WT inh,USP2a inh,TRPV1 agonist,Eya2 phos inh,TCR act,ELG1 repair inh,Mito fusion act,TSHR antagonist
O=C(Cn1ccc2ccccc2c1=O)NCCC(=O)N1CCN(c2cccc(Cl)c2)CC1,0,11%,-2,-1%,-2,-23%,3%,u,4%,-4
Cc1cccc(-c2ccc3ncnc(NCc4cccc(F)c4)c3c2)c1,x,1%,x,-4%,x,-20%,x,x,-22%,19
COc1ccccc1-c1nnc2n1N=C(C)CS2,x,-5%,4,-1%,1,-20%,5%,-2%,-7%,-4
